Runt-SMMHC FRET: inhibitors of RUNX1 Runt–CBFb-SMMHC binding, primary screen, biochemical, FRET, Cerulean-Runt, Venus-CBFb-SMMHC, uHTS | inhibition, % at 20 µM | Cerulean-Runt/Venus-CBFb-SMMHC FRET ratio 530/480, 1 h | 220,000 tested, 0.74% active | Runt-related transcription factor 1 (Homo sapiens) + Core-binding factor subunit beta …;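 active means mean inhibition across duplicate retests at 20 µM reaching about 50%, limit read from the data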;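 further: 0% = DMSO wells and 100% = wells with excess untagged CBFb-SMMHC; inhibitors lower the FRET ratio by blocking Runt binding to CBFb-SMMHC; some results filed as inactive read as strong as hits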
Target sequence (Q01196 whole entry, looked up): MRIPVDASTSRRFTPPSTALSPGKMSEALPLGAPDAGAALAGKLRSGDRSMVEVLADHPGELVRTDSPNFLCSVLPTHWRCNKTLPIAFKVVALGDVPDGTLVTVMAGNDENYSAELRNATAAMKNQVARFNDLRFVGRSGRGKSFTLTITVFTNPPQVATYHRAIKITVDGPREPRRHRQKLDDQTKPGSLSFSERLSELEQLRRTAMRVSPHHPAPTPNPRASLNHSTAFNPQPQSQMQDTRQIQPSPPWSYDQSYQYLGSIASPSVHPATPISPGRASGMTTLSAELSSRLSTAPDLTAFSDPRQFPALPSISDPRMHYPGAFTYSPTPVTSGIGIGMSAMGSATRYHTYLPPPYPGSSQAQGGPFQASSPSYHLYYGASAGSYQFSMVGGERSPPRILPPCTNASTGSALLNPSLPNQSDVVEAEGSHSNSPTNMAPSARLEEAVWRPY
Target sequence (Q13951 whole entry, looked up): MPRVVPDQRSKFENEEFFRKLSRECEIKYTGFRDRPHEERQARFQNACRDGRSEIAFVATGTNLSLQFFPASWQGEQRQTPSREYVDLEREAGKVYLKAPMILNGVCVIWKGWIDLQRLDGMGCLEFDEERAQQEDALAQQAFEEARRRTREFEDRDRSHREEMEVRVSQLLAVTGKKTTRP
EBV gp42 inh: Epstein-Barr virus gp42 inhibitors, primary screen, biochemical, uHTS, fluorescence polarization; Fluorescence polarization binding assay, mP read-out; inhibition, % (tested at 21.74 µM); 220,000 tested, 0.42% active; AID 1085, 2008; in the data active means inhibition above about 50%
m-calpain inh: inhibitors of pig calpain II, primary screen, biochemical, fluorogenic peptide substrate, 1536-well; purified calpain II, 30 min; inhibition, % at 16 µM; AID 1236, 2008; 220,000 tested, 0.37% active;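 active means inhibition above about 50%, limit read from the data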
Furin inh: human furin inhibitors, primary screen, biochemical, fluorescence intensity; P09958; purified furin, fluorogenic substrate cleavage; inhibition, % at 30 µM; 220,000 tested, 0.061% active; in the data active means inhibition above about 25%; further: inactives centre near -15
Runt-CBFb FRET: inhibitors of RUNX1 Runt–CBFb binding, primary screen, biochemical, FRET, Cerulean-Runt, Venus-CBFb, uHTS; Runt-related transcription factor 1 (Homo sapiens) + Core-binding factor subunit beta …; Cerulean-Runt/Venus-CBFb FRET ratio 530/480, 1 h; inhibition, % at 20 µM; 220,000 tested, 0.46% active;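 active means inhibition over about 50% at 20 µM in the single-dose screen, limit read from the data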;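 further: 0% = DMSO wells and 100% = excess unlabeled CBFb competitor control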
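Buffer or medium: Tris pH 7.5 buffer with BSA. Assay system: Cerulean-labeled Runt domain protein. Amount: each fluorescent fusion protein 100 nM. Read-out basis: loss of energy transfer signal. Incubation: 1 h compound exposure, room temperature. Probe or stimulus: Venus-CBFb binding partner, 100 nM. Detection: FRET, excitation 422 nm, emission at 530 and 480 nm.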
Tb hexokinase: Trypanosoma brucei hexokinase 1 inhibitors, primary screen, biochemical, G6PDH-coupled NADH absorbance, MLSCN library | recombinant TbHK1, G6PDH-coupled NADH A340 | hexokinase 1 [Trypanosoma brucei] | 220,000 tested, 0.11% active | inhibition, % at 10 µM;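 active means inhibition of 50% or more in the single-dose primary screen; inactive means inhibition below 50%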
p97 inhibitor: inhibitors of human p97 ATPase, primary screen, biochemical | inhibition, % at 8 µM | Transitional endoplasmic reticulum ATPase (Homo sapiens), P55072 | recombinant p97 ATPase, Kinase-Glo ATP luminescence, 3 h | 220,000 tested, 0.42% active; in the data active means inhibition above about 15%;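 further: 0% = DMSO vehicle and 100% = wells lacking enzyme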
NCF1 inh: p47phox/p22phox peptide binding inhibitors, primary screen, biochemical, uHTS, NADPH oxidase regulatory subunit; Neutrophil cytosol factor 1 (Homo sapiens), P14598; inhibition, % at 24.7 µM; AID 1274, 2008; fluorescence polarization, 2 h; 220,000 tested, 0.53% active;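 active means inhibition above about 30%, limit read from the data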;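 further: 0% = p47phox with labelled peptide and 100% = labelled peptide alone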
Target sequence (P14598 whole entry, looked up): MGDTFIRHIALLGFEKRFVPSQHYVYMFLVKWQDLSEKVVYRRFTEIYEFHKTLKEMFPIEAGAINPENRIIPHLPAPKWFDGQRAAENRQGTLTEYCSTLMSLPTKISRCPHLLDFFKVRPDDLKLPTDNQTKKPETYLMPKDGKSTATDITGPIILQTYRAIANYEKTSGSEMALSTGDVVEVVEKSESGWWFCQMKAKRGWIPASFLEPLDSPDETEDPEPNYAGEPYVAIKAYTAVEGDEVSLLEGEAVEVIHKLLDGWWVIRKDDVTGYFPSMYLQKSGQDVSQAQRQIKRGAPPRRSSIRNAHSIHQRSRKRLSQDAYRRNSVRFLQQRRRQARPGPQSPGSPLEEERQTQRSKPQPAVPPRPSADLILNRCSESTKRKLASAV
RBBP9 inhibitor: human RBBP9 inhibitors, primary screen, biochemical, fluorescence polarization, FP-Rh probe, HTS; Serine hydrolase RBBP9 (Homo sapiens), O75884; recombinant RBBP9; inhibition, % at 7.94 µM; 220,000 tested, 0.2% active;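 active means inhibition above the campaign mean of all tested compounds plus 3 SD, cut at about 14% in these data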;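 further: plate controls were DMSO wells with RBBP9 for no effect and wells lacking RBBP9 protein for full effect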
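Measured by: FP readout at 525/598 nm; material: recombinant human RBBP9; also added: Serine-hydrolase probe FP-Rh, 375 nM pre-mixing; medium: Tris buffer pH 8.0, NaCl, Pluronic; replication: one well per compound; doses: one concentration, 7.94 µM nominal, 0.794% DMSO; timing: preincubation 30 min plus labeling 45 min at 25 °C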
* = called active by the depositor; . = not tested or not shown; & = joins results of further samples; [ ] = remark or other dose. The order is random. About 2.7% of those tested had a hit in this group.

Runt-SMMHC FRET	EBV gp42 inh	m-calpain inh	Furin inh	Runt-CBFb FRET	Tb hexokinase	p97 inhibitor	NCF1 inh	RBBP9 inhibitor	canonical_smiles
1.8	0.2	-21.4	-16.6[20 µM]	0.8	-0.4	-4.1	4.3	10.4	CC(C)(C)OC(=O)NCCc1nnc(SCc2ccc(Cl)cc2)o1
-18.3	-4.2	25.8	-14.9	0.7	4.2	-4.2	7.2	-8.4	CCOC(=O)C1(C)NC(c2cccs2)C2C(=O)N(c3ccc(C)cc3)C(=O)C21 (centres undefined)
1.8	-3.2	-9.1	-33.2	-0.8	-2.2	1.0	-11.5	5.5	Cc1ccccc1CNc1nnnn1C
-5.1	-4.0	23.0	-12.0	-3.9	-7.7	-11.4	-10.6	-6.2	Cc1cc(C)n(CCc2nc(-c3ccc(C(C)(C)C)cc3)cs2)n1
0.3	-0.3	27.4	-12.3	-0.4	-3.6	4.7	7.0	-2.0	CC(Oc1ccc(Cl)cc1)c1ccnn1S(=O)(=O)c1ccccc1 (centres undefined)
-1.6	0.7	-18.2	-15.2	-1.7	-4.6	-1.2	-38.7	1.5	Clc1ccc(OCc2nnc(-c3ccccc3Br)o2)cc1
0.7	4.1	11.3	-3.1	-3.2	27.7	0.5	-3.4	-2.7	Cc1cc(Cl)ccc1OC(C)C(=O)Nc1ccc([N+](=O)[O-])cn1 (centres undefined)
-9.3	-7.4	-76.1	-19.6	-2.0	-12.9	7.4	-24.8	-10.2	O=C(N/N=C/c1ccc[nH]1)c1cc(-c2ccc(Cl)cc2)nc2ccccc12
-2.3	-0.5	9.9	2.9	-1.9	-12.8	-6.2	4.5	-7.8	O=C(Nc1ccc(C(=O)O)cc1)/C(=C\c1ccc([N+](=O)[O-])cc1)NC(=O)c1ccc(Br)cc1
1.1	-7.5	21.9	-28.1	1.0	3.0	5.5	-2.3	4.8	O=C(c1cccs1)N(c1ccc(F)cc1)C1C=CS(=O)(=O)C1 (centres undefined)
-1.7	0.1	6.9	-7.6	-3.0	-0.2	-0.1	-2.8	-8.8	COc1cc(NC(=O)c2cccnc2Sc2ccc(C)c(C)c2)cc(OC)c1OC
-6.7	1.4	-7.6	-22.5	2.5	-6.8	5.1	-0.8	0.9	CCOC(=O)CNC(=O)C1CCCc2c1[nH]c1ccc(Cl)cc21 (centres undefined)
-0.5	-3.7	9.9	-23.4	-0.6	-11.6	-1.9	-3.8	-3.4	Cc1ccc(C)c(NC(=O)CN(C)S(=O)(=O)c2ccc(F)cc2)c1
1.8	-2.3	22.4	-13.7	3.6	6.7	-6.0	-11.2	-3.2	CCC(c1n[nH]c(=S)n1-c1ccccc1)N(C)C (centres undefined)
-4.2	8.2	18.9	-12.0	-0.2	0.3	5.2	-6.0	2.9	COc1nc(N(C#N)CC(N)=O)nc(N2CCCC2)n1
2.0	-14.9	-30.1	-29.6	-0.4	-3.1	2.3	-4.9	-4.8	C#CC[N+]1(CC#Cc2ccccc2)CCCCC1
-1.1	-13.9	3.4	-10.1	0.8	-2.0	1.9	-7.9	2.1	O=C(CSc1nncn1-c1ccccc1)NC1CCCc2ccccc21 (centres undefined)
-1.6	-2.1	-12.4	-24.1	0.2	-4.6	2.8	2.1	-6.0	Cc1ccc(S(=O)(=O)N(C)/N=C/c2ccc(C(=O)O)cc2)cc1
-4.9	-8.6	-29.2	-13.9[20 µM]	-4.9	-6.6	3.4	-10.7	-4.4	Cc1cc(C(=O)CSc2nc(N)cc(=O)[nH]2)c(C)n1CCc1ccc(Cl)cc1
-2.8	-12.5	-7.6	-22.6	-1.3	1.2	3.9	-4.8	2.6	CCOC(=O)CCCCNC(=O)Nc1ccccc1
-171.2&-1.0	-22.3&-2.2	-4.7&13.0	-18.5&-12.2	-2.3&-0.5	5.9&-1.0	5.4&-6.1	-24.1&-6.9	-7.3&-5.1	O=C(Cc1cc(=O)[nH][nH]1)N/N=C/c1c(Cl)cccc1Cl
3.5	-3.1	-4.5	-5.3	-1.2	2.2	0.4	-1.8	-7.4	Cn1c(=NC(=O)C(C)(C)C)sc2cccc(F)c21
3.3	-27.5	19.9	-16.2[20 µM]	-2.8	5.2	-3.5	-9.0	-0.6	CCC(C)NS(=O)(=O)c1ccc(OCC(=O)N2CCC(C)CC2)cc1 (centres undefined)
1.7	-35.0	-14.7	-22.1	0.6	-9.3	4.2	-12.9	-5.1	COc1ccc(OCC(=O)Nc2ccc3c(c2)nc(CN2CCN(C(C)=O)CC2)n3C)cc1
-0.3	-12.6	-49.3	-18.2	-0.4	-11.9	-0.8	-11.3	1.7	CC1CCCCN1S(=O)(=O)c1ccc(C(=O)Nc2nnc(-c3ccccn3)o2)cc1 (centres undefined)

Filtered by structure: the compounds so far containing a thiophene ring, fused or not
Runt-SMMHC FRET	EBV gp42 inh	m-calpain inh	Furin inh	Runt-CBFb FRET	Tb hexokinase	p97 inhibitor	NCF1 inh	RBBP9 inhibitor	canonical_smiles
-18.3	-4.2	25.8	-14.9	0.7	4.2	-4.2	7.2	-8.4	CCOC(=O)C1(C)NC(c2cccs2)C2C(=O)N(c3ccc(C)cc3)C(=O)C21 (centres undefined)
1.1	-7.5	21.9	-28.1	1.0	3.0	5.5	-2.3	4.8	O=C(c1cccs1)N(c1ccc(F)cc1)C1C=CS(=O)(=O)C1 (centres undefined)

(further entries)
Runt-SMMHC FRET	EBV gp42 inh	m-calpain inh	Furin inh	Runt-CBFb FRET	Tb hexokinase	p97 inhibitor	NCF1 inh	RBBP9 inhibitor	canonical_smiles
26.2	3.0	-23.6	-15.0	34.8	-2.8	5.1	-1.5	-2.3	CCN1CCc2nc(N)sc2C1
2.9	-23.6	6.6	-19.6	1.6	0.0	-2.2	-11.0	-1.1	CC1CN(C(=O)CSc2nnc(-c3ccncc3)n2-c2ccccc2)CC(C)O1 (centres undefined)
8.5	-18.7	-4.6	-18.2	4.3	-1.3	2.1	0.3	1.6	O=C(Oc1ccc(Br)cc1C(=S)N1CCCC1)c1ccccc1F
0.4	-6.2	-359.5	-24.1	-0.4	-34.5	-0.2	-6.7	-8.7	Cc1oc2c(CN3CCCC3)c(O)ccc2c(=O)c1-c1ccc(Cl)cc1
-3.9	5.3	2.9	-7.3	1.3	14.8	-0.3	-2.1	-13.9	COc1ccc(Cl)cc1NC(=S)NCCSc1ccc(C)cc1
-0.7	-4.3	35.7	-0.7	-6.8	1.1	-9.0	-1.2	-5.0	O=C(c1cc(Cl)cc(Cl)c1)N1CCC(=O)N(C(COCc2ccccc2)Cc2ccccc2)CC1 (centres undefined)
1.6	-4.7	-14.3	-9.5	-2.8	5.7	4.5	-10.1	-0.2	Cc1cccc(CSCCNC(=O)c2ccc(CN3CCOCC3)cc2)c1
-6.2	7.1	33.4	-12.1	3.6	10.9	-6.1	10.3	-14.2	CCCCn1c(NCc2cccs2)nc2ccccc21
-46.4	-35.7	-28.8	-9.3	-8.0	-2.4	1.4	-12.9	-1.6	Cc1ccc2nc(N3CC(=O)Nc4ccccc43)nc(-c3ccccc3)c2c1
.	.	.	-10.6[20 µM]	.	-3.1	-4.8	.	-4.2	CCOC(=O)c1cc(C#N)c(N2CCCCC2)nc1-c1ccccc1
-0.9	-0.5	12.3	-20.0	-0.6	-0.4	3.6	1.4	-6.1	NC(=O)N1c2ccccc2C=Cc2ccccc21
0.9	-3.0	16.6	-8.5	-3.7	2.4	-2.8	-2.9	-10.7	COc1ccc(-c2nnc3sc(COc4ccccc4)nn23)cc1
-1.7	-0.5	-33.8	-18.8	1.1	-9.6	4.8	-16.1	-1.7	CS(=O)(=O)/C(C#N)=C/c1c(-c2ccccc2)nc2n1CCS2
2.7	-7.0	26.2	-17.5[20 µM]	-0.4	-4.3	-2.1	-4.7	-7.6	O=C(/C=C/Nc1ccc(OC(F)(F)F)cc1)C(F)(F)F
-0.2	-1.8	-32.8	-25.5	-3.2	2.6	6.6	-17.0	-5.2	CCOC(=O)CNC(=O)c1ccc2c(c1)OCCO2
-2.5	-24.4	-4.8	-6.2	4.0	7.1	0.6	-84.7	-22.8	O=C(COC(=O)c1ccc(Br)o1)Nc1nc2c(F)c(F)c(F)cc2s1
-2.2	8.5	-27.3	1.0	0.4	0.6	-0.3	0.3	-6.4	COc1c(Cl)cnn(-c2ccc(Cl)c(Cl)c2)c1=O
-2.4	-8.4	18.2	-26.4	1.1	-4.6	44.2*	-6.5	-7.9	Nc1ccc(N2CCCCC2)c2nonc12
-3.9	.	.	-23.7	-0.9	-9.8	-4.5	.	-4.0	O=C1C2C(c3ccccc3)C=CC(c3ccccc3)C2C(=O)N1CCO (centres undefined)
-0.7	-0.7	15.6	-5.0	3.0	5.7	1.4	-9.8	-8.5	CC(=O)N1c2c(cc(Br)cc2S(=O)(=O)NCc2cccnc2)CC1C (centres undefined)
-2.8	3.9	30.8	-15.1	-2.5	13.0	-0.1	4.6	-10.1	COc1cccc(-c2noc(C3CCCN(S(=O)(=O)c4cccc(Cl)c4C)C3)n2)c1 (centres undefined)
2.1	-6.0	-26.1	-16.4	-2.2	-0.6	4.2	-6.6	-14.7	Cc1c(NC(=O)c2ccc3c(c2)OCO3)cccc1-c1nc2ccccc2o1
2.8	9.2	8.6	-8.9	-0.1	-15.3	1.1	-5.2	-2.9	Cn1c(N)c(C(=O)COC(=O)c2cc(C(F)(F)F)nc3ccccc23)c(=O)n(C)c1=O
-4.6	0.3	4.3	-10.8[20 µM]	1.5	2.7	-3.1	7.5	5.3	Cc1cc(Cl)cc(Br)c1OCCCN1C(=O)NC(C)(C)C1=O

Ordered by value in m-calpain inh (falling): 3 from the list above
SMILES	Runt-SMMHC FRET	EBV gp42 inh	m-calpain inh	Furin inh	Runt-CBFb FRET	Tb hexokinase	p97 inhibitor	NCF1 inh	RBBP9 inhibitor
COc1c(Cl)cnn(-c2ccc(Cl)c(Cl)c2)c1=O	-2.2	8.5	-27.3	1.0	0.4	0.6	-0.3	0.3	-6.4
CCOC(=O)CNC(=O)c1ccc2c(c1)OCCO2	-0.2	-1.8	-32.8	-25.5	-3.2	2.6	6.6	-17.0	-5.2
CS(=O)(=O)/C(C#N)=C/c1c(-c2ccccc2)nc2n1CCS2	-1.7	-0.5	-33.8	-18.8	1.1	-9.6	4.8	-16.1	-1.7

Source: PubChem (several laboratories)
